# Scp-1 inhibitor: Scp-1 (human) phosphatase inhibition. Q9GZU7. Recombinant Scp1, phosphopeptide, malachite green phosphate absorbance. inhibition, % at 20 µM. 340,000 compounds, 0.88% hits;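 active = inhibition above about 50% at 20 µM, limit read from the data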;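 note: plate controls were DMSO wells with enzyme for no effect and wells lacking enzyme for full effect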
# Target sequence (Q9GZU7 76-261 limits assumed): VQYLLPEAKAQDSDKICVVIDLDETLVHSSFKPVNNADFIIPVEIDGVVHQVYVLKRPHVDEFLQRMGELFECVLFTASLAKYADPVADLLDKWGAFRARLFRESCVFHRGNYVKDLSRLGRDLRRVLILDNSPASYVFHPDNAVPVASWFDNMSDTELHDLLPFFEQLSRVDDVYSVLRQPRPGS
#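 assay system = SCP-1 phosphatase catalytic domain, residues 76-261 | buffer or medium = 50 mM Tris acetate pH 5.5, 0.005% Tween-20, 10 mM MgCl2 | incubation = enzyme reaction 45 min at room temperature, colour 5 min, stabilisation 30 min | signal = Phosphate-binding colour reagent, absorbance read at 630 nm | measure = % inhibition at 20 µM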
# LMPTP inh: LMPTP (human) inhibition | P24666 | recombinant LMPTP-A, OMFP fluorogenic substrate, fluorescence intensity | inhibition, % at 20 µM | 360,000 compounds, 0.22% hits | AID 651560;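 active = compounds that cut the enzyme signal by at least half of the control window in the single-dose screen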;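 note: plate controls were DMSO wells with enzyme plus substrate for no effect and substrate without enzyme for full effect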
# Target sequence (P24666 whole entry, looked up): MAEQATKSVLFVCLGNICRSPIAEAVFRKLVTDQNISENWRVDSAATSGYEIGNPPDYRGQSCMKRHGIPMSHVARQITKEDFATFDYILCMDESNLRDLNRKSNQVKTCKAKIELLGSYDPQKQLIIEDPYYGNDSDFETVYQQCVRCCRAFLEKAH
#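 Test system: LMPTP-A phosphatase enzyme; input: 0.625 nM LMPTP-A final; reagent: OMFP substrate, 400 µM final; compound dosing: 20 µM single dose, 3% DMSO; incubation: 50 min dark incubation at room temperature; measured by: endpoint fluorescence intensity from OMFP dephosphorylation; measure: % inhibition relative to no-enzyme and uninhibited control wells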
# NadD inh: inhibitors of Staphylococcus aureus NadD. purified NadD enzyme, colorimetric absorbance read-out. inhibition, % at 20 µM. 360,000 compounds, 0.78% hits. AID 602399; in the data active = inhibition above about 26%; note: some compounds past the cut are filed as inactive
# SUMO1 PPI mod: alters human SUMO1 binding to SIM partners. P63165. SUMO1 binding to a labelled peptide, TR-FRET, 1 h. inhibition, % at 20 µM. 360,000 compounds, 0.33% hits; in the data active = inhibition above about 37%
# Target sequence (P63165 whole entry, looked up): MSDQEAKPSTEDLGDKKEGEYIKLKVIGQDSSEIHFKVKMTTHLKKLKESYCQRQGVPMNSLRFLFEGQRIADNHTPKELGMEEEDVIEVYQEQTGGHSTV
# Rin1 Abl inh: human Rin1-Abl interaction inhibition; inhibition, % at 7.35 µM; TR-FRET Rin1/Abl binding, biochemical; AID 588664; 360,000 compounds, 0.4% hits; P00519+Q13671; in the data active = inhibition above about 5%, passing the limit was not always enough
# Rpn11 inh: blocks the human proteasome subunit Rpn11. O00487. human 26S proteasome, Ub4-pepOG fluorescence polarization; 20S core pre-blocked with epoxomicin. calls only at 20 µM. 360,000 compounds, 0.59% hits;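 active = inhibition at 20 µM, scaled to each plate's controls, above about 33%, limit read from the data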
# Target sequence (O00487 whole entry, looked up): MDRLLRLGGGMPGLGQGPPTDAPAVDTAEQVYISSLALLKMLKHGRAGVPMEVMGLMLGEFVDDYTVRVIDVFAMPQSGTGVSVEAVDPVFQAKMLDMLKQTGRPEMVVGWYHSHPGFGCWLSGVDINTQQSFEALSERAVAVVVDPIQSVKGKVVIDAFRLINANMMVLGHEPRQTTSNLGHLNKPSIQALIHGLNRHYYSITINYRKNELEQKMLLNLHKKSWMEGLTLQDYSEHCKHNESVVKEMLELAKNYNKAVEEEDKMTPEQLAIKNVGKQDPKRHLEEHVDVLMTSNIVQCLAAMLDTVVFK
# Neddyl block: cullin neddylation inhibition | TR-FRET cullin neddylation, biochemical | calls only at 25 µM | P61081+Q13564 | 360,000 compounds, 0.58% hits; in the data active = inhibition above about 36%
# DNMT1 inh: DNMT1 (human) enzyme inhibition | P26358 | DNMT1 molecular beacon, Hinp1I cleavage, fluorescence | inhibition (reported as % activation of signal), % at 10 µM | 360,000 compounds, 0.83% hits; in the data active = inhibition above about 50%
# CSN deneddyl inh: CSN deneddylation inhibition. Purified CSN, SCF-Nedd8-OG deneddylation, fluorescence polarization. AID 651999. 360,000 compounds, 0.38% hits. inhibition, % at 12.5 µM;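 active = pattern-corrected inhibition above about 35%, with an unprinted fluorescence ratio check between 0.5 and 1.5, limit read from the data, passing the limit was not always enough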;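 note: 0% = enzyme with substrate and 100% = substrate without enzyme; some results filed as inactive read as strong as hits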
#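 Test system: purified human Csn5 enzyme expressed in HEK293T cells. Amount: 0.24 nM enzyme. Reagent: SCFSkp2-Nedd8OG substrate at 10 nM final. Schedule: 90 min incubation of compound, enzyme and substrate at room temperature. Detection: fluorescence polarization. Read-out: % inhibition of substrate cleavage by Csn5.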
# STEP block: inhibitors of human striatal-enriched phosphatase STEP | P54829 | recombinant STEP, OMFP fluorogenic substrate, fluorescence | inhibition, % at 20 µM | 360,000 compounds, 0.25% hits;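 active = inhibition at 20 µM, scaled per plate between control wells, above about 37%, limit read from the data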;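 note: 0% = DMSO with enzyme and substrate and 100% = substrate only without enzyme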
#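 System: STEP (striatal-enriched tyrosine phosphatase) enzyme, cell-free; medium: Bis-Tris pH 6.0 buffer with DTT, detergent; dosing: 20 µM, 1% DMSO; times: reaction 20 min, ambient temperature; detection: fluorescence, 480/540 nm; read-out basis: normalized % inhibition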
# * = called active by the depositor; i = inactive; · = no result given.
Structure,Scp-1 inhibitor,LMPTP inh,NadD inh,SUMO1 PPI mod,Rin1 Abl inh,Rpn11 inh,Neddyl block,DNMT1 inh,CSN deneddyl inh,STEP block
CCCCn1nnnc1C(c1ccccc1)N1CCN(c2c(Cl)cncc2Cl)CC1 (stereo not given),·,2.2,4,2,·,·,i,·,1,·
COCCCNC(=O)CN(c1cc([N+](=O)[O-])ccc1OC)S(C)(=O)=O,-5,0.7,-2,1,-1,i,i,4,10,2
CC(=O)Nc1ccc(NCc2ccc(C)s2)cc1,-10,-0.3,-3,1,0,i,i,0,2,-2
c1ccc(Cc2nnc3sc(-c4ccc5c(c4)OCCO5)nn23)cc1,-8,5.0,24,-5,-2,i,i,-6,-5,4
CCOC(=O)c1sc(=NC(=O)/C=C/c2ccccc2)n(C)c1C,0,-0.1,8,-4,1,i,i,12,0,6
COC1CCCCC1NS(=O)(=O)c1ccccc1 (stereo not given),-2,-1.8,-1,-1,-1,i,i,2,1,2
CCN1CCN(CCC2Oc3cc([N+](=O)[O-])ccc3NC2=O)CC1 (stereo not given),-4,0.9,0,-29,-3,i,i,0,-2,0
CC(NC(=O)Cc1ccccc1)C(=O)O (stereo not given),-5,-0.1,1,2,-1,i,i,0,-3,1
Cc1c(C(=O)NCC2CCCO2)cccc1[N+](=O)[O-] (stereo not given),-11,0.5,-2,-5,-2,i,i,-1,-4,-4
CC(=O)c1c(OCC(=O)N(C)C2CCCCC2)ccc2c(C)cc(=O)oc12,7,-0.1,-3,0,-1,i,i,0,-5,0
Cc1cc(C)c(S(=O)(=O)N2CCN(c3ccccn3)CC2)c(C)c1,-9,2.3,0,6,1,i,i,2,1,-2
Cc1ccc2c(c1)C(c1ccccc1)N(C(=O)c1ccc(Br)cc1)CC(=O)N2 (stereo not given),-2,0.2,3,2,2,i,i,-1,2,1
CCCCn1c(CN2CCN(C(=O)OCC)CC2)nc2c1c(=O)[nH]c(=O)n2C,-8,-1.6,2,4,3,i,i,3,-3,-2
COc1ccc(-c2ccc3c(c2)C2CC3CCN2)cc1 (stereo not given),0,-2.2,6,-2,0,i,i,4,7,2
CC1(C(=O)NCc2ccc(Cl)cc2)CCN1C(=O)Cc1cccs1 (stereo not given),·,-0.4,-4,0,-2,i,i,6,-3,2
O=C(c1cnn(C(=O)c2cccc(S(=O)(=O)N3CCOCC3)c2)c1)c1ccccc1O,-9,-2.0,-3,-4,-2,i,i,-1,9,0
CC(C)(CNc1ccc([N+](=O)[O-])cc1Cl)N1CCOCC1,-3,-0.4,2,-15,-3,i,i,-1,1,0
CCOc1ccc(-n2c(N)c(C(=O)NCC3CCCO3)sc2=S)cc1 (stereo not given),-4,0.1,-1,-29,-10,i,i,-4,-1,4
Cc1ccccc1C(=O)Nc1ccc(S(=O)(=O)N2CCOCC2)cc1,-12,-1.6,-3,5,3,i,i,-2,-3,-3
COC(=O)C1CN(S(=O)(=O)c2ccc(C)cc2)CCN1S(=O)(=O)c1ccc(C)cc1 (stereo not given),-8,2.5,-4,-1,4,i,i,-4,5,-3
O=S(=O)(c1ccc(Br)cc1)N1CCN=C1SCc1cccnc1,-2,-0.1,-2,0,-3,i,i,0,0,1
COc1ccccc1C(N)=S,-4,-3.2,-4,2,-3,i,i,0,-2,-1
Cc1cccc(C)c1N(CC(=O)NCc1ccc(F)cc1)C(=O)c1csnn1,-1,0.0,1,-1,-2,i,i,-1,4,-4
Cc1cccc(NC(=O)C23CCC(C)(/C(=N/O)C2)C3(C)C)c1 (stereo not given),-5,-1.3,-1,2,-3,i,i,-4,-1,-4
CCOC(=O)C(NC(=O)NCc1cccc(C(F)(F)F)c1)(OCC)C(F)(F)F (stereo not given),-5,0.4,-4,-1,2,i,i,5,-15,1
COc1cc(NC(=O)c2ccc(N3CCCC3=O)cc2)cc(OC)c1,4,-0.3,2,6,3,i,i,6,-3,-6
O=C(NCC(=O)N(CC1CCCO1)C1(C(=O)NC2CCCCC2)CCCCC1)c1ccccc1 (stereo not given),-1,-1.5,3,1,3,i,i,-4,5,0
Cn1c(=O)oc2cc(S(=O)(=O)NC3CCCCCCC3)ccc21,3,-0.6,-5,4,0,i,i,3,0,-4
COc1cc(OC)c(N(C)S(=O)(=O)c2cccc(C(=O)Nc3nnc(C4CC4)s3)c2)cc1Cl,-16,-0.8,32*,30,0,i,i,2,-3,2
N#CCNC1CC(=O)N(c2ccccc2)C1=O (stereo not given),1,-1.8,-4,2,-3,i,i,0,1,0

# Two of the compounds above, with two lines to a compound.
# The line under a structure holds: Scp-1 inhibitor, LMPTP inh, NadD inh, SUMO1 PPI mod, Rin1 Abl inh, Rpn11 inh, Neddyl block, DNMT1 inh, CSN deneddyl inh, STEP block
Cc1cccc(NC(=O)C23CCC(C)(/C(=N/O)C2)C3(C)C)c1 (stereo not given)
→ -5, -1.3, -1, 2, -3, i, i, -4, -1, -4
CCOC(=O)C(NC(=O)NCc1cccc(C(F)(F)F)c1)(OCC)C(F)(F)F (stereo not given)
→ -5, 0.4, -4, -1, 2, i, i, 5, -15, 1

# Going on with the list.
Structure,Scp-1 inhibitor,LMPTP inh,NadD inh,SUMO1 PPI mod,Rin1 Abl inh,Rpn11 inh,Neddyl block,DNMT1 inh,CSN deneddyl inh,STEP block
CCc1nnc(NC(=O)CS(=O)(=O)Cc2ccccc2)s1,45,0.8,2,0,1,i,i,6,-3,0
CC(C)(C)n1nnnc1C(c1ccnc2ccccc12)N1CCN(C/C=C/c2ccccc2)CC1 (stereo not given),·,-0.1,-6,3,0,i,i,-1,2,2
COc1ccc(CN2C(=O)C(CC(=O)NCCCCc3ccccc3)CC(C(=O)N(C)C)=C2C)cc1 (stereo not given),·,-1.6,-1,-3,1,i,i,6,-1,-1
CC(C)(C)c1ccc(/C=N/NC(=S)NC2CCCCC2)cc1,0,1.8,2,-2,-4,i,i,-5,0,3
Cc1cccc(C(C)(C)C)c1OCCCCN1CCCC1,-7,-0.6,-5,-2,-1,i,i,6,7,5
O=C(C1=C(O)C(=O)N(Cc2ccco2)C1c1ccccc1)c1cccs1 (stereo not given),-16,0.1,19,-9,-1,i,i,1,1,5
Nc1ccc2c(c1)C(=O)N(c1cccc3ccccc13)C2=O,-6,2.3,-2,-22,1,i,i,-4,-5,-2
O=C(Cn1cncn1)N/N=C/c1cccnc1,-4,-3.1,-10,4,2,i,i,1,3,-2
CCCc1c(-c2ccc(F)cc2)ncn1Cc1ccccc1OC,·,1.0,0,7,·,·,i,·,-2,·
CC(=O)c1sc(NC(=O)c2cc(=O)c3ccccc3o2)nc1C,-9,-0.5,3,-14,-2,i,i,2,2,3
COc1ccc(S(=O)(=O)N(CCCN2CCOCC2)Cc2ccc(OC)c(OC)c2)cc1,-6,-2.4,-2,0,-1,i,i,-1,3,-10
Cc1ccccc1NC(=O)CC1SCCNC1=O (stereo not given),-2,-4.7,1,0,1,i,i,-1,-2,-4
O=c1c2ccccc2nnn1Cc1ccccc1,-7,2.6,-4,-1,-1,i,i,18,-1,-1
CCCNC(=O)C(Cc1ccc(F)cc1)NC(=O)c1ccccc1 (stereo not given),-2,-1.5,-3,2,-1,i,i,1,-1,0
COC(=O)C(NNc1ccccc1)(NC(=O)c1ccc(F)cc1)C(F)(F)F (stereo not given),3,-0.4,-6,6,-2,i,i,3,0,-1
CC1(C)Cc2ccccc2-c2nnc(-c3cccc(O)c3)n21,-10,-0.4,-3,3,0,i,i,-1,-1,-2
CC[N+](C)(CC)CCC(c1ccccc1)C1CCCCC1 (stereo not given),96*,-1.1,16,-4,0,i,i,3,1,1
Cc1ccc(NS(=O)(=O)c2ccc(Cl)c(C(=O)Nc3cccc(C(=O)O)c3)c2)cc1,-2,0.1,-10,1,2,i,i,-2,6,2
COc1ccc(C(CCN(Cc2ccc(OC)c(OC)c2)C(=O)CCl)c2ccccc2)cc1 (stereo not given),-11,1.9,3,-4,-1,i,i,16,6,0
CC(/C=C/c1cccs1)=C\C(=O)O,-3,-1.2,-3,-1,1,i,i,1,3,3
CCCCn1c(CN2CCN(c3cccc(Cl)c3)CC2)nc2c1c(=O)[nH]c(=O)n2C,0,-0.6,16,1,-1,i,i,-4,2,-2
O=C(NCCCN1CCOCC1)c1ccc2c(=O)n(Cc3ccccc3)c(=S)[nH]c2c1,-7,0.6,-5,-1,2,i,i,0,-2,2
NC(=O)c1ccc(NCCc2cccs2)cc1,·,-0.6,-5,39*,5,i,i,-3,-3,-1
N/C(=N\S(=O)(=O)c1cccs1)c1ccccc1Cl,-9,-1.2,-3,0,5,i,i,-1,2,-3
COc1cc(/C=N/NC(=O)CSc2nc3ccccc3n2C)cc(OC)c1OC,2,-1.6,-1,-5,0,i,i,5,1,-1
CC(/C=N/NC(=O)c1nnn(-c2nonc2N)c1C(C)C)=C\c1ccccc1,-8,0.8,-4,-11,0,i,i,-6,2,-1

# Part of the list above in order of length of the SMILES, highest first:
Structure,Scp-1 inhibitor,LMPTP inh,NadD inh,SUMO1 PPI mod,Rin1 Abl inh,Rpn11 inh,Neddyl block,DNMT1 inh,CSN deneddyl inh,STEP block
COc1ccc(C(CCN(Cc2ccc(OC)c(OC)c2)C(=O)CCl)c2ccccc2)cc1 (stereo not given),-11,1.9,3,-4,-1,i,i,16,6,0
CC(=O)c1sc(NC(=O)c2cc(=O)c3ccccc3o2)nc1C,-9,-0.5,3,-14,-2,i,i,2,2,3
CCCNC(=O)C(Cc1ccc(F)cc1)NC(=O)c1ccccc1 (stereo not given),-2,-1.5,-3,2,-1,i,i,1,-1,0
O=c1c2ccccc2nnn1Cc1ccccc1,-7,2.6,-4,-1,-1,i,i,18,-1,-1

# Just DNMT1 inh and Rin1 Abl inh, for some of the entries so far:
SMILES	DNMT1 inh	Rin1 Abl inh
Nc1ccc2c(c1)C(=O)N(c1cccc3ccccc13)C2=O	-4	1
O=C(Cn1cncn1)N/N=C/c1cccnc1	1	2

# Hits appear at their usual frequency; any-hit rate near 3.8%.
